HCT116 survival: survival after telomere uncapping, modulators, primary screen, cell-based (AID 1259312) | fold change at 10 µM | HCT116 + Ad-hTR-mut, survival, MTT, 5 d; active compounds read high | actives 4.5% (n = 4,500);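 active = cell survival measured by absorbance rises more than 2.5-fold over infected cells without compound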;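 note: virus expresses mutant telomerase RNA that uncaps telomeres and kills cells; compound added 2 days after infection so exposure lasts 3 days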
* marks the source's active call; other numbers are inactive results; i = inactive. Not all compounds are listed; the hit share may differ from the screen's.

SMILES,HCT116 survival
C=CCc1cc(/C=C2\NC(=O)NC2=O)cc(OC)c1OCc1ccc(Cl)cc1Cl,-1.47
O=S(=O)(c1ccccc1)N1CCN(c2ccccc2)CC1,-1.03
Nc1ccc2oc(-c3ccc(-c4ccccc4)cc3)nc2c1,-1.21
CC(C(=O)Nn1cnnc1)N1C(=O)c2ccccc2C1=O (stereo not drawn),-8.91
OCC1(O)OC[C@H](O)[C@@H](O)[C@@H]1O (stereo partly drawn),2.95*
OC(c1ccccc1)C(O)(c1ccccc1)c1ccccc1 (stereo not drawn),-1.19
O=C1CCCC(O)=C1C1(O)C(=O)c2ccccc2C1=O,-1.14
Nc1nnc(SCc2ccc(Cl)cc2)s1,1.21
Cc1[nH]nc2c1C(c1cc(Br)cs1)C(C#N)=C(N)O2 (stereo not drawn),-1.27
O=C1NC(=O)N(Cc2ccco2)C(=O)/C1=C/N1CCCc2ccccc21,1.32
NC(=O)NCCCCC(N)C(=O)O (stereo not drawn),-2
Cc1cc(C(F)(F)F)n2ncc(-c3ccc(Cl)cc3)c2n1,1.17
CCC1(C)CCC(C)C(OC)O1 (stereo not drawn),-1.14
CCCCCCCCCCCC1=C(O)C(=O)C=C(O)C1=O,-1.06
O=C(O)C1CCCN1S(=O)(=O)c1ccc(Br)s1 (stereo not drawn),1.21
OCC(O)Cn1c(SCCOc2ccc(Cl)cc2)nc2ccccc21 (stereo not drawn),-1.57
Nc1ccc(N2CCOCC2)c(S(=O)(=O)N2CCOCC2)c1,1.16
N#CC1=C(N)C(C#N)(C#N)C2=CCCC2C12CCCCC2 (stereo not drawn),2.06
COC(=O)C1=C(C)NC(=S)NC1c1cccs1 (stereo not drawn),1.16
CCN(c1ccccc1)S(=O)(=O)N(C)C,-1.89

Gathered by group: the compounds so far with four or more nitrogen atoms
SMILES,HCT116 survival
CC(C(=O)Nn1cnnc1)N1C(=O)c2ccccc2C1=O (stereo not drawn),-8.91
Cc1[nH]nc2c1C(c1cc(Br)cs1)C(C#N)=C(N)O2 (stereo not drawn),-1.27
N#CC1=C(N)C(C#N)(C#N)C2=CCCC2C12CCCCC2 (stereo not drawn),2.06

Additional results:
SMILES,HCT116 survival
CC(C)(C)S(=O)(=O)c1ccc(C(=O)O)s1,-1.09
O=C(Nc1ccccc1)Nc1ccc(S(=O)(=O)N2CCc3ccccc32)cc1,-1.43
O=S(=O)(c1ccccc1)N1CCCc2ccccc21,1.08
CSc1sc(C)cc1C(N)=O,1.06
NNc1nc2ccccc2c(=O)n1-c1ccccc1,1.11
CC(=O)Nc1nc(C)cs1,-1.28
Cc1ccc2c(c1)C(O)(CC(=O)c1ccc3c(c1)OCO3)C(=O)N2 (stereo not drawn),-1.44
O=C1c2ccccc2C(=O)N1CCNCCN1C(=O)c2ccccc2C1=O,-1.29
O=C(COC(=O)c1c2c(nc3ccccc13)CCC2)c1ccc(-c2ccccc2)cc1,-1.49
O=C1c2ccc([N+](=O)[O-])cc2C(=O)N1Cc1nc2ccccc2c(=O)o1,-5.24
O=[N+]([O-])c1ccc2c(c1)oc1ccc(S(=O)(=O)Nc3ccc4c(c3)OCCO4)cc12,1.26
COc1ccc2[nH]c(C(=O)O)c(CCN)c2c1,-1.41
CCC(Cc1ccccc1)=NNc1nc(C)cc(C)n1,-4.49
COC(=O)/C(C#N)=C/c1ccc(C)s1,-1.9
Cc1ccc(CC(Cc2nc3ccccc3[nH]2)c2nc3ccccc3[nH]2)cc1 (stereo not drawn),1.49
CN(C)S(=O)(=O)NCCCCCCCCCCC(=O)O,-1.27
Cc1ccc(/C=C2\SC(N3CCC(C)CC3)=NC2=O)o1,-1.52
O=C1N(O)C2(C=CCCC2)/C(=N/O)C12CCCCC2 (stereo not drawn),1.48
Cn1cc(C(=O)C(=O)N2CCCC2)c2ccccc21,1.96
COc1cc(N)c(C23CC4CC(CC(C4)C2)C3)cc1OC,-1.31

Brought forward from above: 7 entries, followed by the next part.
SMILES,HCT116 survival
COC(=O)/C(C#N)=C/c1ccc(C)s1,-1.9
Cc1ccc(CC(Cc2nc3ccccc3[nH]2)c2nc3ccccc3[nH]2)cc1 (stereo not drawn),1.49
CN(C)S(=O)(=O)NCCCCCCCCCCC(=O)O,-1.27
Cc1ccc(/C=C2\SC(N3CCC(C)CC3)=NC2=O)o1,-1.52
O=C1N(O)C2(C=CCCC2)/C(=N/O)C12CCCCC2 (stereo not drawn),1.48
Cn1cc(C(=O)C(=O)N2CCCC2)c2ccccc21,1.96
COc1cc(N)c(C23CC4CC(CC(C4)C2)C3)cc1OC,-1.31
Fc1ccc(-c2cnc3ccccc3n2)cc1,-2.09
Nc1ccc2oc(-c3cc(I)ccc3Cl)nc2c1,-2.42
O=C(O)C1CSC(C2CCCCC2)N1 (stereo not drawn),-1.23
NCCNC(=O)c1nonc1N,1.63
Cc1cc(C)c(S(N)(=O)=O)c(C)c1-n1cnnn1,-1.54
O=C1NC(=S)N/C1=C\c1ccc(Cl)cc1Cl,5.07*
N#Cc1c(NC(=O)c2cc([N+](=O)[O-])[nH]n2)sc2c1CCC2,i
O=c1cc(-c2ccc(O)cc2)oc2c(O)c(O)ccc12,1.16
Cc1nc2sc(C(=O)c3cccs3)c(N)c2c2c1CCCC2,2.4
Oc1ccc(Br)cc1C=Nc1cc(Cl)cc(Cl)c1,i

2 entries drawn at random from the list so far:
SMILES,HCT116 survival
O=C1NC(=S)N/C1=C\c1ccc(Cl)cc1Cl,5.07*
Fc1ccc(-c2cnc3ccccc3n2)cc1,-2.09

Other results follow.
SMILES,HCT116 survival
N#Cc1cc(NCC2CCCO2)c([N+](=O)[O-])cc1C#N (stereo not drawn),-1.2
C=CCN(CC=C)S(=O)(=O)c1ccc(F)cc1,-1.66
Clc1cccc(Cl)c1-c1noc(CSc2nc3ccccc3o2)n1,-2.25
Cn1cnnc1Sc1cc(N2CCN(CCO)CC2)ccc1[N+](=O)[O-],-1.24
CCCCN(CCCC)NC(=S)Nc1ccccc1,-1.28
Fc1ccc(-c2nc3sc(-c4ccc(F)cc4)nc3s2)cc1,-2.41
Cn1nc(C(F)(F)F)cc1C(=O)O,-1.06
C#CCOc1ccc(/C=C2/NC(=O)NC2=O)cc1Br,1.85
Ic1cccc(-c2nc3ccccc3nc2-c2cccc(I)c2)c1,-1.51
Cc1nc2ccccc2nc1C,-2.23
NC(=O)c1c(F)c(F)c(N)c(F)c1F,-1.24
CCCCCC(C)(C)NC(=S)N(C1CCCCC1)C1CCCCC1,-1.15
C[C@]12CCCC=C1C(C#N)=C(N)C(C#N)(C#N)[C@@H]2c1cccnc1,1.18
Cc1ccc(C2C(C(=O)c3ccco3)=C(O)C(=O)N2CCN2CCOCC2)o1 (stereo not drawn),-1.49
CCOC(=O)c1c(NC(=O)c2cccs2)sc2c1CCCCC2,1.37
Cc1cc(C)n(-c2nc(N3CCOCC3)nc(N3CCOCC3)n2)n1,1.04
Cc1c([N+](=O)[O-])c(=O)n(C)c(=O)n1C,-1.02
O=C(O)C1NCCc2ccccc21 (stereo not drawn),-1.45
Nn1c(-c2cccs2)nc2ccccc2c1=O,-1.03
O=S1(=O)NC(=NCCCN2CCOCC2)c2ccccc21,i
O=C(NCC1CCCO1)c1c(NC(=O)C2COc3ccccc3O2)sc2c1CCCC2 (stereo not drawn),-2.14
CCCSc1ccc2nc(NC(=O)OC)[nH]c2c1,1.01
O=C1/C(=C\c2ccccc2)SC(=NCc2ccccc2)N1Cc1ccccc1,-1.42
Cc1cc(N)c2ccccc2[n+]1CCCCCCCCCC[n+]1c(C)cc(N)c2ccccc21,-8.88
NCCCNc1ccc(Cl)cc1[N+](=O)[O-],-1.5
Nc1c(Br)cc([N+](=O)[O-])cc1Br,-1.03
CC(=O)OCC(=O)[C@@]1(O)CC[C@H]2[C@@H]3CCC4=CC(=O)C=C[C@]4(C)[C@H]3[C@@H](O)C[C@@]21C,-20.7
O=c1ccn(C(c2ccccc2)c2ccccc2)c(=O)[nH]1,1.28
CC(Cc1ccc(O)c(O)c1)C(C)Cc1ccc(O)c(O)c1 (stereo not drawn),1.34
CN1C(CC(=O)c2ccccc2)CCC[C@H]1C[C@H](O)c1ccccc1 (stereo partly drawn),-1.88

Reprinted from the results shown for reference:
SMILES,HCT116 survival
CC(=O)OCC(=O)[C@@]1(O)CC[C@H]2[C@@H]3CCC4=CC(=O)C=C[C@]4(C)[C@H]3[C@@H](O)C[C@@]21C,-20.7
O=c1ccn(C(c2ccccc2)c2ccccc2)c(=O)[nH]1,1.28
CC(Cc1ccc(O)c(O)c1)C(C)Cc1ccc(O)c(O)c1 (stereo not drawn),1.34
CN1C(CC(=O)c2ccccc2)CCC[C@H]1C[C@H](O)c1ccccc1 (stereo partly drawn),-1.88

The listing continues:
SMILES,HCT116 survival
COc1cc2ccc(=O)oc2c(OC2OC(CO)C(O)C(O)C2O)c1O (stereo not drawn),-1.32
CS(=O)(=O)Nc1ccc(Cl)c(C(F)(F)F)c1,-1.07
Cn1c(SCC(=O)Nc2ccc(F)cc2)nnc1C(F)(F)F,1.52
Oc1c(Cl)cc(Cl)cc1/C=N/c1ccccn1,i
COc1cc(Br)c(C[N+](C)([O-])CCc2ccc(O)cc2)cc1O (stereo not drawn),-1.57
N#CC(C#N)=CNc1ccc(Cl)cn1,1.09
CCOC(=O)C/C(C)=N/Nc1nc2sc(C)c(C)c2c(=O)[nH]1,1.51
Cn1cnnc1-c1ccc(N)cc1,-1.13
CCCCOP(=O)(COC(=O)Nc1ccc(Cl)c(Cl)c1)OCCCC,1.37
CCOC(=O)Cn1nc(C)c([N+](=O)[O-])c1C,-1.49
Nc1nc(N)nc(-c2ccc([N+](=O)[O-])cc2)n1,2.45
N#Cc1c(NC(=O)c2n[nH]c([N+](=O)[O-])c2Br)sc2c1CCC2,i
NCCc1cnc[nH]1,-1.19
CCOC(=O)c1c(N)sc(C(=O)N2CCOCC2)c1C,-1.38
O=C1N(CN2CCC3(CC2)OCCO3)c2ccccc2C12OCCO2,-1.55
c1ccc(-c2nc(-c3cccnc3)[nH]c2-c2ccccc2)cc1,1.14
S=C(c1ccc(-c2ccc(Br)cc2)o1)N1CCOCC1,1.09
CC1=Nc2ccccc2/C1=C\c1sc(=N)n(-c2nonc2N)c1O,i
COc1nc(-c2ccc(Br)cc2)cc(-c2ccc(C)cc2)c1C#N,-1.71
CN(c1cccc2cccnc12)S(=O)(=O)c1ccccc1,1.09
CCCOC(=O)C1=C(C)NC2=C(C(=O)CC(C)(C)C2)C1c1cc2c(cc1Br)OCO2 (stereo not drawn),-2.11
c1ccc2c(c1)-c1ccccc1C2N1CCNCC1,-1.45
Clc1ccc(COC(Cn2ccnc2)c2ccc(Cl)cc2Cl)c(Cl)c1 (stereo not drawn),-2.79
COCCCNS(=O)(=O)c1cc(Cl)ccc1Cl,-1.38
COc1ccc2c(c1OC)C(=O)OC2[C@H]1c2c(cc3c(c2OC)OCO3)CCN1C (stereo partly drawn),-1.35
N#CC1=C(N)n2c(s/c(=C/c3ccc(Cl)cc3Cl)c2=O)=C(C#N)C1c1ccc(Cl)cc1Cl (stereo not drawn),1.33
COC(=O)c1c(NC(C)=O)sc2c1C(C(=O)OC)CC2 (stereo not drawn),-1.86
NC1CS(=O)(=O)CC1Cl (stereo not drawn),1.2
Cc1[nH][nH]c(=O)c1C(c1ccncc1)C(C#N)C#N (stereo not drawn),3.56*
CCCCCCCCCCCc1nnc(N)s1,-1.14
Oc1c(Br)cc(Br)cc1C=Nc1ccc(Br)cc1,i
CN1CCN(/C=C2/SC(=S)N(c3ccc(Cl)cc3)C2=O)CC1,1
CN(C)c1ccc(NC(=O)c2sc(SCC(=O)Nc3nccs3)nc2N)cc1,1.05
O=c1[nH]cnc2ccc(I)cc12,i
N=C1S/C(=C/c2cn[nH]c2-c2ccc(Cl)cc2)C(=O)N1c1nonc1N,-2.18
CCOC(=O)C1=C(C)NC(=O)NC1c1sccc1C (stereo not drawn),-2.86
Cc1cccn2c(=O)c(/C=C3\SC(=S)N(C(C)C)C3=O)c(N3CCCC3)nc12,-1.96
O=C1C2C3CC(C(Br)C3Br)C2C(=O)N1c1ccc(Br)cc1 (stereo not drawn),1.06
Nc1[nH]c(=O)ncc1F,-1.53
O=C(NCCc1cccs1)c1cccs1,-1.73

From PubChem
